ASAP1 inh = inhibitors of human ASAP1 ArfGAP activity; Q9ULH1; 360,000 tested, 0.19% active; inhibition, % at 16.5 µM; ASAP1-stimulated ARF1 GTP hydrolysis, GDP FP detection; AID 624377; in the data active means inhibition above about 25%;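 further: 0% = vehicle with enzyme and substrate and 100% = no enzyme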
DDE Tn7 FP inh = disrupts Tn7 cyclic peptide binding to fibrin D-Dimer-E complex. 370,000 tested, 0.13% active. inhibition, % at 8.3 µM. FP displacement of FITC-Tn7 peptide from fibrin DD(E); 0% = median of compound wells per plate. AID 720508;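 active means inhibition above the mean of compounds falling within the control limits plus 3 SD of them, cut at about 14% in these data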;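 further: 0% = plate median of compound wells and 100% = 10 µM Aha-Tn7 peptide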
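Assay system: human fibrin DD(E). Input: DD(E) 2 µM final. Medium: Tris buffer with calcium and detergent, pH 7.8. Compound dosing: single point at 8.3 µM. Timing: 10 min plus 3 h, room temperature. Technique: fluorescence polarization of the labelled Tn7 tracer. Read-out: percent inhibition. Replicates: singlicate testing.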
ADAM17 inh = inhibits human ADAM17; 370,000 tested, 0.83% active; AID 720648; inhibition, % at 6.95 µM; recombinant ADAM17, EDANS/DABCYL FRET peptide cleavage; P78536;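 active means inhibition above the mean of compounds lying between control limits plus 3 SD, set per campaign, cut at about 8.5% in these data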;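 further: 0% = DMSO-only wells as the low control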
ARFGAP1 inh = inhibits rat ARF GTPase activating protein 1; inhibition, % at 16.5 µM; Arfgap1-stimulated ARF1 GTP hydrolysis, GDP FP detection; Q62848; 360,000 tested, 0.26% active; AID 651572;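 active means inhibition above a per-plate limit, mean inhibition of low control wells plus 3 SD, cut at about 25% in these data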;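 further: 0% = DMSO wells with enzyme and 100% = wells lacking Arfgap1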
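Assay system: Rat Arfgap1 GAP domain (His6, aa 1-136), purified enzyme | Buffer or medium: HEPES 25 mM pH 7.5, NaCl 150 mM, MgCl2, DTT | Schedule: GTP hydrolysis reaction 2 h at 25 °C | Signal: FP of antibody-bound GDP Alexa 633 tracer, ex 620/em 688 nm | Measure: Percent inhibition of Arfgap1-stimulated GTP hydrolysis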
ADAM10 inh = ADAM10 inhibition, QFRET primary screen; 370,000 tested, 0.62% active; AID 720582; inhibition, % at 7 µM; recombinant ADAM10, EDANS/DABCYL FRET peptide cleavage, 3 h;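 active means inhibition above a per-campaign cutoff equal to the mean of compounds falling between control-based bounds plus 3 SD, cut at about 20% in these data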;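 further: 0% = DMSO wells while the 100% control is not disclosed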
KLK7 zymogen act = activators of human kallikrein-7 zymogen; P49862; purified proKLK7, EDANS-DABCYL substrate fluorescence; 100% is mature enzyme control, 0% vehicle; activation, % at 7 µM; 370,000 tested, 0.9% active; AID 652039;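 active means activation above the mean of all tested compounds plus 3 SD, computed per campaign excluding outliers beyond control limits, cut at about 13% in these data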
LEDGF integ inh = blocks HIV-1 LEDGF/p75-dependent DNA integration. TR-FRET IN-LEDGF/p75 DNA integration, Eu/Cy5. inhibition, % at 3.7 µM. 370,000 tested, 0.64% active. AID 743269;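 active means inhibition above the screen-wide mean plus 3 SD, cut at about 13% in these data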;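 further: signal is the Cy5 over europium emission ratio at 671 and 618 nm; 0% = plate median of compound wells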
TDP2 absorb = blocks human TDP2 phosphodiesterase activity. O95551. recombinant TDP2, T5PNP hydrolysis, p-nitrophenol absorbance 415 nm. inhibition, % at 12.8 µM. 370,000 tested, 0.34% active;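 active means inhibition above the mean of all tested compounds plus 3 SD, set per campaign, cut at about 25% in these data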;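 further: 0% = DMSO with enzyme and 100% = buffer with substrate but no TDP2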
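test system = human TDP2 enzyme | input = TDP2 enzyme at 120 nM final | medium = 50 mM Tris-HCl pH 7.5 with Mg2+, KCl, DTT, BSA | also added = T5PNP substrate, 5 mM | times = 2 h at 37 °C | technique = epi absorbance | benchmarks = high control without enzyme, low control DMSO plus TDP2 | replication = each compound tested once, singlicate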
DDE Tn6 FP inh = DD(E)-Tn6 binding inhibition, primary FP screen; inhibition, % at 8.3 µM; AID 720509; 370,000 tested, 0.21% active; P02675; Fibrin DD(E) TRITC-Tn6 fluorescence polarization displacement;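 active means inhibition above a per-campaign cutoff: mean of compounds within control limits plus 3 SD, cut at about 15% in these data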;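 further: 0% = median of all compound wells on the plate and 100% = blocking peptide control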
PLCg1 inh = PLC-gamma1 (human) inhibition, primary screen; P19174; purified PLC-gamma1, fluorogenic substrate, fluorescence; inhibition, % at 12.2 µM; 370,000 tested, 0.84% active; AID 720700; in the data active means inhibition above about 9.5%
Target sequence (P19174 whole entry, looked up): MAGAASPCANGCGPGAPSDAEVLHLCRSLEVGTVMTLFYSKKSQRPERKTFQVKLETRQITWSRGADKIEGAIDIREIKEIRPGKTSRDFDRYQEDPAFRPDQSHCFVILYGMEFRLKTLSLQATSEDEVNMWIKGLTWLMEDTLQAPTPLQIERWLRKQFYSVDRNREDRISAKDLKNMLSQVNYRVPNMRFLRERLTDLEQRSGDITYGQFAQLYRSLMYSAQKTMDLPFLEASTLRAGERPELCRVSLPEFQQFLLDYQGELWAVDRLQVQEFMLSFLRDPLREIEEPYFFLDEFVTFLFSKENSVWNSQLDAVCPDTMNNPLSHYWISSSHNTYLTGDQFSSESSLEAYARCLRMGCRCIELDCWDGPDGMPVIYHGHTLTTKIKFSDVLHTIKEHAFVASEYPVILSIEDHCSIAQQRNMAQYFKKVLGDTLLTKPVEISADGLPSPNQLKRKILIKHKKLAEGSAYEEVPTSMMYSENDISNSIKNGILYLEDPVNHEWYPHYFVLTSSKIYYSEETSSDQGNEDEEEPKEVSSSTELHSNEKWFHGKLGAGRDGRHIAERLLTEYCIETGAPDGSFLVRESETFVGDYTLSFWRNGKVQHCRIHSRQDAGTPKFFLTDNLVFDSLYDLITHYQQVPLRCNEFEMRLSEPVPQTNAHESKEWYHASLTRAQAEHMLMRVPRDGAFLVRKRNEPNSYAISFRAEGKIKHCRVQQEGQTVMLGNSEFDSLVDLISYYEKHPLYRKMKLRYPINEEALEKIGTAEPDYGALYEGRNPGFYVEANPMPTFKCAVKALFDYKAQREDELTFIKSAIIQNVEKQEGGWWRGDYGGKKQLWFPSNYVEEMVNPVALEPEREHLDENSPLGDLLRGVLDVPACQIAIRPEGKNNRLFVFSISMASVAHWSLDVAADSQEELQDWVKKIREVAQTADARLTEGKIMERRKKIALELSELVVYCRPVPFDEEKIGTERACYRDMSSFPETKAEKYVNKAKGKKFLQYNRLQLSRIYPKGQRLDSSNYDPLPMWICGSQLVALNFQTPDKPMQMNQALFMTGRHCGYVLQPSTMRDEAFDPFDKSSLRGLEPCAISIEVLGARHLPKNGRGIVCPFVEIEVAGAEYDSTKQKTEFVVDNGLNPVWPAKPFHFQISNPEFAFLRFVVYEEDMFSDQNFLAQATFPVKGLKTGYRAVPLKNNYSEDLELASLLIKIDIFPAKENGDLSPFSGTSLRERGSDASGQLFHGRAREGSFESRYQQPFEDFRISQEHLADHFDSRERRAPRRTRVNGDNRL
An asterisk follows results filed as active.

How did CCOc1ccc(S(=O)(=O)NCCC(=O)N(C)Cc2ccc(C)o2)cc1 do in these assays?
ASAP1 inh: 6; DDE Tn7 FP inh: -7; ADAM17 inh: -1; ARFGAP1 inh: -1; ADAM10 inh: 1; KLK7 zymogen act: 0.1; LEDGF integ inh: 1; TDP2 absorb: 3; DDE Tn6 FP inh: -10; PLCg1 inh: 0

Results for CN1CCN(c2nc(-c3ccccc3)ncc2S(C)(=O)=O)CC1 ?
ASAP1 inh: 8; DDE Tn7 FP inh: 1; ADAM17 inh: -2; ARFGAP1 inh: -6; ADAM10 inh: -1; KLK7 zymogen act: -0.5; LEDGF integ inh: -5; TDP2 absorb: 12; DDE Tn6 FP inh: 3; PLCg1 inh: 1

Results for Cc1ccc(NC(=O)CSc2nnc(CNC(=O)c3ccco3)o2)cc1Cl ?
ASAP1 inh: -3; DDE Tn7 FP inh: 0; ADAM17 inh: -3; ARFGAP1 inh: -19; ADAM10 inh: -3; KLK7 zymogen act: -1.2; LEDGF integ inh: 2; TDP2 absorb: 6; DDE Tn6 FP inh: -4; PLCg1 inh: -1

What do the screens show for `CCCn1c(=NC(=O)CS(=O)(=O)c2ccccc2)sc2cc(S(C)(=O)=O)ccc21`?
ASAP1 inh: -17; DDE Tn7 FP inh: 6; ADAM17 inh: -10; ARFGAP1 inh: 2; ADAM10 inh: -4; KLK7 zymogen act: -0.4; LEDGF integ inh: -5; TDP2 absorb: 1; DDE Tn6 FP inh: 0; PLCg1 inh: 2

How did N#CCCn1cc(/C=N/O)c(-c2ccc(Cl)cc2)n1 do in these assays?
ASAP1 inh: -5; DDE Tn7 FP inh: -3; ADAM17 inh: -5; ARFGAP1 inh: -5; ADAM10 inh: -2; KLK7 zymogen act: 0.1; LEDGF integ inh: -2; TDP2 absorb: 1; DDE Tn6 FP inh: -1; PLCg1 inh: 0

How did Cc1ccc(-n2ncc3c2CCCC3NC(=O)CCC2=NNC(=O)CC2)cc1C (stereo not drawn) do in these assays?
ASAP1 inh: -1; DDE Tn7 FP inh: 6; ADAM17 inh: -1; ARFGAP1 inh: 6; ADAM10 inh: -1; KLK7 zymogen act: 0.1; LEDGF integ inh: -1; TDP2 absorb: 2; DDE Tn6 FP inh: -2; PLCg1 inh: -1

What do the screens show for `Cc1ccccc1-n1c(C)nnc1SCC(=O)N(C)C1CCS(=O)(=O)C1` (stereo not drawn)?
ASAP1 inh: 8; DDE Tn7 FP inh: 0; ADAM17 inh: 3; ARFGAP1 inh: 2; ADAM10 inh: 0; KLK7 zymogen act: 0.1; LEDGF integ inh: 1; TDP2 absorb: -4; DDE Tn6 FP inh: 19*; PLCg1 inh: 4

Results for CC1CCCC(NC(=O)Cn2cc(Br)ccc2=O)C1C (stereo not drawn) ?
ASAP1 inh: 3; DDE Tn7 FP inh: 0; ADAM17 inh: -7; ARFGAP1 inh: 10; ADAM10 inh: -14; KLK7 zymogen act: -0.6; LEDGF integ inh: -6; TDP2 absorb: 6; DDE Tn6 FP inh: -7; PLCg1 inh: 1

What do the screens show for `O=C1C2=C(CCCC2)C(=O)N1c1cccc(OCCBr)c1`?
ASAP1 inh: 7; DDE Tn7 FP inh: 7; ADAM17 inh: -2; ARFGAP1 inh: 1; ADAM10 inh: 8; KLK7 zymogen act: 0.0; LEDGF integ inh: -1; TDP2 absorb: 0; DDE Tn6 FP inh: -2; PLCg1 inh: -3

How did N#Cc1c(N)nc(SCC(=O)OCc2ccccc2)c(C#N)c1-c1ccco1 do in these assays?
ASAP1 inh: -3; DDE Tn7 FP inh: -4; ADAM17 inh: -3; ARFGAP1 inh: -15; ADAM10 inh: -8; KLK7 zymogen act: -0.7; LEDGF integ inh: 1; TDP2 absorb: 15; DDE Tn6 FP inh: -3; PLCg1 inh: -9

How did COc1ccc(OC)c(/C=N/NC(=O)CNC(=O)c2ccc(S(=O)(=O)N3CCOCC3)cc2)c1 do in these assays?
ASAP1 inh: 0; DDE Tn7 FP inh: -3; ADAM17 inh: -2; ARFGAP1 inh: 6; ADAM10 inh: -9; KLK7 zymogen act: -0.1; LEDGF integ inh: 2; TDP2 absorb: 4; DDE Tn6 FP inh: -6; PLCg1 inh: 3

What do the screens show for `COC(=O)[C@]12CCCCC=C1N(CCC1=CCCCC1)C(=O)[C@H](CC(=O)N1CCN(C(=O)C3CC3)CC1)C2`?
ASAP1 inh: 0; DDE Tn7 FP inh: -4; ADAM17 inh: -2; ARFGAP1 inh: 2; ADAM10 inh: 0; KLK7 zymogen act: 0.1; LEDGF integ inh: -1; TDP2 absorb: 3; DDE Tn6 FP inh: 0; PLCg1 inh: -1

How did CN1/C(=C/C(=O)COC(=O)C2COc3ccccc3O2)C(C)(C)c2ccccc21 (stereo not drawn) do in these assays?
ASAP1 inh: -1; DDE Tn7 FP inh: -3; ADAM17 inh: -3; ARFGAP1 inh: -6; ADAM10 inh: -4; KLK7 zymogen act: -0.1; LEDGF integ inh: 4; TDP2 absorb: 2; DDE Tn6 FP inh: 1; PLCg1 inh: -1

How did CC(OC(=O)C1COc2ccccc2O1)C(=O)N(C)c1ccccc1 (stereo not drawn) do in these assays?
ASAP1 inh: 2; DDE Tn7 FP inh: -4; ADAM17 inh: 2; ARFGAP1 inh: -4; ADAM10 inh: 4; KLK7 zymogen act: -0.1; LEDGF integ inh: -5; TDP2 absorb: 2; DDE Tn6 FP inh: 1; PLCg1 inh: 1

How did O=C(CCC(=O)N1CCOc2ccccc21)Nc1ccccc1Cl do in these assays?
ASAP1 inh: 5; DDE Tn7 FP inh: 0; ADAM17 inh: 0; ARFGAP1 inh: 1; ADAM10 inh: 6; KLK7 zymogen act: 0.8; LEDGF integ inh: 2; TDP2 absorb: 5; DDE Tn6 FP inh: -6; PLCg1 inh: 1

What do the screens show for `CC(=O)Nc1cccc(-c2cc(NC=O)c3ncc(-c4ccc(F)c(Cl)c4)n3c2)c1`?
ASAP1 inh: 1; DDE Tn7 FP inh: 3; ADAM17 inh: -8; ARFGAP1 inh: 3; ADAM10 inh: -25; KLK7 zymogen act: -8.1; LEDGF integ inh: 1; TDP2 absorb: 6; DDE Tn6 FP inh: -9; PLCg1 inh: -17

Results for COCC(C)NCC(=O)NC(C)CCc1ccccc1 (stereo not drawn) ?
ASAP1 inh: -1; DDE Tn7 FP inh: 3; ADAM17 inh: -1; ARFGAP1 inh: 9; ADAM10 inh: -7; KLK7 zymogen act: 0.1; LEDGF integ inh: -1; TDP2 absorb: 13; DDE Tn6 FP inh: -1; PLCg1 inh: -1

Results for CCC(C(=O)O/N=C(\N)c1ccc(C)cc1)c1ccccc1 (stereo not drawn) ?
ASAP1 inh: -11; DDE Tn7 FP inh: -2; ADAM17 inh: -5; ARFGAP1 inh: -10; ADAM10 inh: -15; KLK7 zymogen act: -0.6; LEDGF integ inh: 3; TDP2 absorb: -9; DDE Tn6 FP inh: -3; PLCg1 inh: -1

How did CCOC(=O)c1c(NC(=O)c2ccccc2C(=O)O)sc2c1CCC2 do in these assays?
ASAP1 inh: -4; DDE Tn7 FP inh: 4; ADAM17 inh: -1; ARFGAP1 inh: -3; ADAM10 inh: 1; KLK7 zymogen act: 0.1; LEDGF integ inh: 0; TDP2 absorb: 2; DDE Tn6 FP inh: 4; PLCg1 inh: -36

Results for CC(C)C(=O)NC(C)C(c1cccs1)N1CCN(C)CC1 (stereo not drawn) ?
ASAP1 inh: -5; DDE Tn7 FP inh: -9; ADAM17 inh: 4; ARFGAP1 inh: 13; ADAM10 inh: -4; KLK7 zymogen act: -0.4; LEDGF integ inh: 1; TDP2 absorb: 1; DDE Tn6 FP inh: 6; PLCg1 inh: 3

Not a retest: entries from further up.
What do the screens show for `CC(=O)Nc1cccc(-c2cc(NC=O)c3ncc(-c4ccc(F)c(Cl)c4)n3c2)c1`?
ASAP1 inh: 1; DDE Tn7 FP inh: 3; ADAM17 inh: -8; ARFGAP1 inh: 3; ADAM10 inh: -25; KLK7 zymogen act: -8.1; LEDGF integ inh: 1; TDP2 absorb: 6; DDE Tn6 FP inh: -9; PLCg1 inh: -17

Results for COCC(C)NCC(=O)NC(C)CCc1ccccc1 (stereo not drawn) ?
ASAP1 inh: -1; DDE Tn7 FP inh: 3; ADAM17 inh: -1; ARFGAP1 inh: 9; ADAM10 inh: -7; KLK7 zymogen act: 0.1; LEDGF integ inh: -1; TDP2 absorb: 13; DDE Tn6 FP inh: -1; PLCg1 inh: -1

Next section
What do the screens show for `Cc1cc(C(=O)N(C)CC(=O)Nc2ccccc2C(F)(F)F)c(C)o1`?
ASAP1 inh: 2; DDE Tn7 FP inh: -2; ADAM17 inh: -2; ARFGAP1 inh: 7; ADAM10 inh: 3; KLK7 zymogen act: 0.4; LEDGF integ inh: 0; TDP2 absorb: 5; DDE Tn6 FP inh: -1; PLCg1 inh: 0

How did C=CCN1C(C(=O)OC)CN(Cc2cn(Cc3ccc(F)cc3)nn2)CCS1(=O)=O (stereo not drawn) do in these assays?
DDE Tn7 FP inh: -2; ADAM17 inh: -1; ADAM10 inh: 3; KLK7 zymogen act: -0.1; LEDGF integ inh: 6; TDP2 absorb: 3; DDE Tn6 FP inh: -5; PLCg1 inh: 4

How did O=C(Cn1c(C(=O)NCCCN2CCOCC2)cc2sccc21)c1ccccc1 do in these assays?
ASAP1 inh: -4; DDE Tn7 FP inh: 1; ADAM17 inh: -3; ARFGAP1 inh: -2; ADAM10 inh: -9; KLK7 zymogen act: 0.3; LEDGF integ inh: -3; TDP2 absorb: -4; DDE Tn6 FP inh: -3; PLCg1 inh: -1

Results for CCCCC(=O)Nc1cccc(NC(=O)c2ccc(Br)o2)c1 ?
ASAP1 inh: -5; DDE Tn7 FP inh: 6; ADAM17 inh: -6; ARFGAP1 inh: -8; ADAM10 inh: -2; KLK7 zymogen act: 0.2; LEDGF integ inh: 0; TDP2 absorb: -3; DDE Tn6 FP inh: 8; PLCg1 inh: -2

Results for COC(=O)c1ccc(S(=O)(=O)N2CCC(NC(=O)Cc3cccc(C)c3)CC2)cc1 ?
DDE Tn7 FP inh: 4; ADAM17 inh: -3; ADAM10 inh: 4; KLK7 zymogen act: 0.1; LEDGF integ inh: 2; TDP2 absorb: -2; DDE Tn6 FP inh: -3; PLCg1 inh: 1

How did CCOc1ccc(-c2nnc3sc(-c4ccccc4OC)nn23)cc1 do in these assays?
ASAP1 inh: -6; DDE Tn7 FP inh: 4; ADAM17 inh: -3; ARFGAP1 inh: -2; ADAM10 inh: 1; KLK7 zymogen act: -0.8; LEDGF integ inh: -1; TDP2 absorb: -4; DDE Tn6 FP inh: 5; PLCg1 inh: 7
